NPC1 promoter act = qHTS Assay for NPC1 Promoter Activators. Potency, µM (doses to about 9.22 µM), inactives show at the highest dose activation, actives largely listed as activators. actives 2.4% (n = 320,000). Huh7 NPC1 promoter luciferase reporter, 24 h. AID 485313, 2010;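 further: % of control where 0% means no effect; nearly all actives have a fitted effect of over 60% in size; reporter is driven by a mutant NPC1 promoter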
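Stable NPC1-promoter luciferase Huh7 line; cpd (DMSO) 24 h, 37 °C, 5% CO2; Amplite luciferase reagent 10 min RT; luminescence readout. qHTS format.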
Gal4-VP16 FLuc = VP16 counterscreen qHTS for inhibitors of ROR gamma transcriptional activity. Potency, µM (series often up to 53.6 µM), without a hit: top-dose activity, negative = inhibition, most hits filed as inhibitors. actives 3.5% (n = 310,000). Drosophila S2 Gal4-VP16 UAS-luciferase, luminescence, 20 h;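 further: Gal4-VP16 expression switched on by copper sulfate through the metallothionein promoter; on the % scale 0 is the no-effect control and ±100 the full control effect; nearly all actives have a fitted effect of over 50% in size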
FLuc modulator = qHTS profiling assay for firefly luciferase inhibitor/activator using purifed enzyme and Km concentrations of substrates (counterscreen for miR-21 project); AID 588342, 2011; purified FLuc, Km substrates, luminescence inhibition; actives 6.9% (n = 360,000); Potency, µM (titrated, usually from 57.5 µM), for the others: top-dose activity change, negative = inhibition, usual class: inhibitors;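 further: plate controls were vehicle for no effect and reference inhibitor for full effect; nearly all actives have a fitted effect of over 55% in size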
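Purified P. pyralis luciferase, 10 nM final, with Km-level 10 uM D-luciferin and 10 uM ATP in 50 mM Tris acetate pH 7.5, 10 mM Mg acetate, 0.01% Tween-20, 0.05% BSA; 6-point qHTS titration about 60 µM downward; luminescence read.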
RORg inh = qHTS for inhibitors of ROR gamma transcriptional activity; Nuclear receptor ROR-gamma (Mus musculus), P51450; AID 2551, 2010; Drosophila S2 Gal4-RORgamma UAS-luciferase reporter, 20 h; Potency, µM (series often up to 53.6 µM), inactives show at the highest dose activity change, negative = inhibition, actives largely listed as inhibitors; actives 5.4% (n = 310,000); further: on the % scale 0 is the no-effect control and ±100 the full control effect; nearly all actives have a fitted effect of over 60% in size
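Using a luciferase readout, inhibitors were identified by reduced reporter activity in Drosophila cells coexpressing a copper-inducible Gal4–ROR gamma fusion and UAS-driven Photinus luciferase, incubated 20 hr after 700 uM copper sulfate.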
ELG1 genotoxic = qHTS screen for small molecules that induce genotoxicity in human embryonic kidney (HEK293T) cells expressing luciferase-tagged ELG1; HEK293T ELG1-luciferase reporter, luminescence, 16 h; Potency, µM (top dose mostly 46 µM), inactives show at the highest dose activity change, positive = activation, actives largely listed as activators; actives 1.3% (n = 330,000); AID 504466, 2011; further: % of control where 0% means no effect; nearly all actives have a fitted effect of over 60% in size
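Screening used a luciferase reporter fused to human ELG1 in HEK293T cells. Luminescence was read on a CCD plate imager after 16 hr exposure and 30 min ONE-Glo incubation.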
BRCA1 expr act = qHTS Assay to Identify Small Molecule Activators of BRCA1 Expression | MCF7-BRCA1-FFLuc reporter, luminescence, 48 h; response scale: scaled: vehicle 0%, 10 µM genistein 100% | AID 624202, 2012 | Potency, µM (series often up to 46.1 µM), inactives show at the highest dose activation, usual class: activators | actives 1.1% (n = 380,000); further: nearly all actives have a fitted effect of over 80% in size; some results filed as inactive show a strong effect at the top dose
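MCF7-BRCA1-FFLuc cells, 2000/well in phenol-red-free MEM, attached 2 h then treated 48 h at 37 C. Luciferase luminescence read 15 min after reagent; normalized to genistein maximum activation (10microM) and DMSO, concentration-response fitted.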
MBNL1-CUG inh = qHTS Assay for Inhibitors of MBNL1-poly(CUG) RNA binding | TR-FRET MBNL1-His/biotin-(CUG)12 binding, 665/545 ratio | Muscleblind-like protein 1 (Homo sapiens), Q9NR56 | actives 0.036% (n = 280,000) | AID 2675, 2010 | Potency, µM (top dose mostly 57.5 µM), without a hit: at the highest dose activity change, negative = inhibition, hits mostly inhibitors; active means well fitted inhibition curve with a large enough effect in the signal ratio, with a control signal flat, not every such curve was filed as active; inconclusive means small, poorly fitted or top-dose-only effect, or effect the other way, or a change in a side signal; inactive means no such curve, though single readings can be large or run the other way; the % refers to the signal ratio; further: on the % scale 0 is the no-effect control and ±100 the full control effect
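Ratiometric TR-FRET (665 over 545 nm, excitation 340 nm) tracks disruption of MBNL1-His/biotin-(CUG)12 complex after 60 min at room temperature, with compounds at 92 nM to 58 uM final.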
uPA surface inh = qHTS for Inhibitors of Cell Surface uPA Generation; cell surface uPA generation assay, qHTS; Potency, µM (titrated, usually from 38.3 µM), for the others: top-dose activity change, negative = inhibition, usual class: inhibitors; actives 0.31% (n = 330,000); AID 540303, 2011; active means well fitted inhibition curve with a large enough effect; inconclusive means small, poorly fitted or top-dose-only effect; inactive means no such curve, though single readings can be large or run the other way; tested in mouse RAW 264.7 cells; further: on the % scale 0 is the no-effect control and ±100 the full control effect; nearly all actives have a fitted effect of over 55% in size
Rab9 prom act = qHTS Assay for Rab9 Promoter Activators; Huh7 Rab9 promoter-luciferase reporter, luminescence, 24 h; Potency, µM (series often up to 9.22 µM), for inactives: top-dose activation, negative = inhibition, actives largely listed as activators; actives 2.8% (n = 320,000); further: % of control where 0% means no effect; nearly all actives have a fitted effect of over 60% in size
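Cells were plated at 1500 per well in reduced-serum medium with 10% FBS and left 2 h. Compound in DMSO was then added for 24 h at 37 °C. Reporter signal was read by luminescence after 10 min with luciferase detection reagent.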
p53 reactivator = qHTS assay for re-activators of p53 using a Luc reporter | H1299 p53-A138V BP100-luciferase reporter, luminescence, 24 h | Potency, µM (highest dose often 92.2 µM), for the others: at the highest dose activity change, positive = activation, actives largely listed as activators | actives 0.063% (n = 320,000); further: % of control where 0% means no effect; nearly all actives have a fitted effect of over 45% in size
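H1299 (p53-null), stable ts p53-A138V + BP100-Luc; 1000 cells/well, Opti-MEM/10% FBS; cpd 4 pt, 1:5; 24 h, 37 deg C, 5% CO2; detection reagent 10 min RT; luminescence.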
MLL CXXC-DNA inh = qHTS Fluorescence Polarization Assay for Inhibitors of MLL CXXC domain - DNA interaction; Histone-lysine N-methyltransferase 2A (Homo sapiens), Q03164; MLL-CXXC / FITC-HOXA9 DNA fluorescence polarization; Potency, µM (top dose mostly 115 µM), for inactives: at the highest dose activity change, negative = inhibition, hits mostly inhibitors; actives 0.037% (n = 290,000); active means well fitted inhibition curve with a large enough effect in the polarisation, with a control signal flat, not every such curve was filed as active; inconclusive means small, poorly fitted or top-dose-only effect, or effect the other way, or a change in a side signal; inactive means no such curve, though single readings can be large or run the other way; the % refers to the polarisation
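Fluorescence polarization: 7 uM MLL-CXXC (stock) preincubated 5 min with compounds, then 50 nM fluorescein-HOX-A9 DNA (stock) added; 30 min ambient. Buffer 50 mM Tris-HCl pH 7.5, 50 mM NaCl, 1 mM DTT, 0.05% BSA.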
* = called active by the depositor; ? = inconclusive; · = no result given; [ ] = remark or other dose. Unless noted, the call rests on the fitted dose curve; in most records, active means well fitted curve in the direction sought with a large enough effect; inconclusive means small, poorly fitted or top-dose-only effect, or another doubt; inactive means no such curve, though single readings can be large; an effect the other way counts as inactive or inconclusive. Potency means the concentration at half of the fitted maximal effect.

SMILES	NPC1 promoter act	Gal4-VP16 FLuc	FLuc modulator	RORg inh	ELG1 genotoxic	BRCA1 expr act	MBNL1-CUG inh	uPA surface inh	Rab9 prom act	p53 reactivator	MLL CXXC-DNA inh
C=CCNc1cnn(-c2ccc(C)cc2)c(=O)c1Cl	2.8µM*	-15%	15µM*	-33%	?	?	-2%	-4%	3.5µM*	8%	-3%
CC(C)(Oc1ccc(Cl)cc1)C(=O)OCc1nc2ccsc2c(=O)[nH]1	-3%	·	1%	·	1%	-10%	·	-2%	-1%	-2%	·
Cc1cccnc1CCNC(=O)CCc1nnc(-c2ccccc2)o1	-5%	-17%	5%	17%	1%	-14%	-12%	-2%	0%	2%	40%[activator]
CCC(C)(NC(=O)c1ccc(=O)[nH]c1)C(=O)NC1CCCC1 (configuration not stated)	-7%	2%	2%	-16%	-6%	-1%	-2%	10%	0%	-1%	7%
Cc1oc(-c2ccccc2F)nc1CS(=O)(=O)CC(=O)NCCCN1CCc2ccccc2C1	-6%	-2%	5%	2%	-4%	-11%	3%	-20%	0%	-5%	11%
CCOc1ccc(CN(C)C(=O)c2cc3ccccc3o2)cc1OC	-4%	4%	-10%	1%	-1%	-30%	-1%	-7%	0%	1%	2%
CC(=O)Nc1ccc(Nc2nc3ccccc3n3cnnc23)cc1	-3%	11%	?	-5%	5%	-3%	?	6%	1%	1%	15%
O=C(CNS(=O)(=O)c1ccc(Br)cc1)N1CCN(c2ccc(F)cc2)CC1	0%	-3%	-1%	-29%	-5%	-28%	-5%	-4%	-3%	-2%	-1%
Cc1cc(C)n(-c2ccc(C(=O)OCC(=O)Nc3ccc(Cl)c(S(=O)(=O)N(C)C)c3)cc2)n1	-1%	12%	-17%	27%	3%	6%	2%	·	-1%	0%	8%
Cc1ccc(-c2cc(C(F)F)nc(S(C)(=O)=O)n2)cc1	-3%	?	-3%	10µM*	?	-45%	·	-6%	-3%	-12%	?
CC1(c2ccc([N+](=O)[O-])cc2)CC(C)(C)N(C(=O)c2ccccc2)c2ccccc21 (configuration not stated)	-14%	-3%	5%	6%	7%	·	-1%	·	-10%	-2%	1%
COc1ccc(N=Nc2ccc(O)c(P(=O)(c3ccccc3)c3ccccc3)c2)cc1	-2%	-2%	5%	16%	0%	-2%	·	4%	-1%	-1%	-4%
CCN1C(=O)CC(Sc2ccccc2N)C1=O (configuration not stated)	2%	0%	3%	-19%	2%	10%	0%	2%	0%	4%	-3%
CCOc1ccc(OCC)c(NC(=O)C2CCN(S(=O)(=O)c3cccc4nonc34)CC2)c1	-4%	10%	1%	-8%	-8%	-17%	2%	0%	2%	2%	-3%
COc1cccc(N2CC(NS(=O)(=O)c3ccc(Cl)cc3)CC2=O)c1 (configuration not stated)	-4%	·	-4%	·	-3%	-5%	·	2%	0%	5%	·
CCc1nc(Nc2ccncc2)c2oc3ccccc3c2n1	-21%	-2%	1%	-4%	-15%	-81%	0%	-13%	-19%	-6%	-25%
Fc1ccc(-c2ccnn2-c2ccccc2)cc1	0%	1%	?	34%	4%	-5%	-10%	3%	2%	3%	13%
O=C(CSc1nnc(-c2ccco2)o1)c1ccccc1Cl	17%	?	27µM*	4µM*	15%	57%	9%	-4%	?	17%	5%
COc1cccc(-c2cc(C(=O)NCC3CCCO3)c3ccccc3n2)c1 (configuration not stated)	-2%	-11%	27µM*	5%	-2%	-14%	2%	4%	-2%	-10%	8%
CCOC(=O)C1=NNC(C(=O)c2ccccc2)C1c1ccc(C)cc1 (configuration not stated)	1%	11%	?	-5%	-1%	0%	·	8%	-1%	-3%	-1%
COc1ccc(OC)c(N(C)S(=O)(=O)c2cc3c(cc2C)NC(=O)CO3)c1	-7%	2%	1%	-22%	0%	-22%	7%	16%	1%	·	·
COc1ccc(-c2nc(CS(=O)(=O)CC(=O)NCCCc3ccccc3)c(C)o2)cc1	-3%	-4%	1%	-20%	0%	9%	0%	1%	0%	-7%	-2%
COCCN1C(=O)N(c2cccc(C)c2)C(=O)C1CC(=O)Nc1cc(OC)cc(OC)c1 (configuration not stated)	-2%	·	0%	·	1%	-26%	-11%	9%	0%	·	9%
Cc1cccc(N2C(=O)CC(Sc3nccc(C)n3)C2=O)c1 (configuration not stated)	0%	?	-1%	?	-4%	-9%	-3%	-2%	-1%	2%	0%
Clc1ccc(-c2nn3c(-c4cccc(Cl)c4)nnc3s2)cc1	1%	5%	3%	?	0%	·	-12%	·	0%	-4%	0%
O=C(Oc1ccc(Cl)cc1)N1CCOCC1	-2%	-2%	-12%	20%	-1%	15%	-17%	0%	9%	3%	-2%
CC(C)OCC1CC(CC(=O)Nc2ccc([N+](=O)[O-])cc2)C(=O)O1 (configuration not stated)	0%	7%	2%	1%	-3%	-10%	?	2%	-5%	-2%	-5%
O=C1CN(C(=O)/C=C/c2ccccc2)CCN1	2%	5%	0%	-9%	1%	-1%	-5%	1%	0%	9%	10%
CCC(CC)NCCOC(=O)c1ccc([N+](=O)[O-])cc1	2%	-4%	3%	1%	0%	0%	?	5%	0%	2%	-7%
CCC(CC)C(=O)Nc1cccc(C(=O)Nc2nnc(C)s2)c1	1%	1%	-3%	1%	0%	-12%	-3%	1%	-2%	-2%	3%
CN1/C(=C\C(=O)C[n+]2cccc(Br)c2)C(C)(C)c2ccccc21	-13%	13µM*	3%	11%	-14%	-50%	0%	2%	-7%	-2%	10%
COc1ccc(C(=O)Nc2cccc(-c3nc4ncccc4o3)c2C)cc1	0%	-9%	?	?	0%	-3%	-4%	7%	-3%	-4%	11%
CCN1CCN(S(=O)(=O)c2ccc(Cl)c(C(=O)NC3CCC(C)CC3)c2)CC1 (configuration not stated)	-4%	·	-1%	·	-4%	2%	·	-12%	-6%	-4%	·
COc1ccc(OC)c(/C=C/C(=O)Nc2ccc(OC)nc2)c1	-2%	-8%	?	?	2%	-8%	?	-3%	1%	-3%	5%
CC(C)(C)c1nc(SCC(=O)NCc2ccco2)c2ccccc2n1	-2%	-6%	2%	-31%	1%	-11%	6%	-3%	-5%	-5%	-5%
Cc1ccccc1C(=O)Nc1ccccc1C(=O)N/N=C\c1ccco1	1%	?	?	10µM*	-1%	-3%	4%	0%	-5%	3%	-2%
C/C(=N/OCc1ccc(Br)cc1)c1ccccn1	4µM*	-17%	3µM*	-29%	4.6µM*	3.5µM*	4%	0%	2.5µM*	?	-1%
COc1ccc(OC)c2c1cc(C(=O)N[C@@H](Cc1ccccc1)C(=O)O)n2C	0%	-1%	-2%	14%	-2%	-4%	4%	0%	0%	0%	?
CC(C)Cc1nc(C#N)c(N2CCC(C(N)=O)CC2)o1	-3%	-11%	-1%	6%	5%	-6%	-11%	-4%	-1%	4%	5%
Cc1cc(C(F)(F)F)nn1CC(=O)N1CCCCC1C (configuration not stated)	1%	-7%	0%	-1%[10 µM]	0%	14%	2%	-4%	4%	-1%	1%
COc1ccc(/C=C(\C#N)C(=O)OCC(=O)N(C)C2CCS(=O)(=O)C2)cc1 (configuration not stated)	0%	·	-1%	·	0%	-6%	·	0%	0%	-3%	·
Cc1noc(C)c1S(=O)(=O)NC1CCN(Cc2ccccc2)CC1	-1%	1%	6%	-11%	-6%	2%	-4%	-8%	-2%	-2%	-2%
CCC(=O)Nc1nc2c(OC)ccc(OC)c2s1	0%	-5%	3%	-4%	13%	-36%	-6%	-10%	-2%	-3%	1%
COc1cc(C2CC(=O)c3c(O)cc(O)cc3O2)ccc1O (configuration not stated)	-6%	-2%	2%	0%	-5%	4%	-29%	4%	0%	-2%	-14%

The list is partial (hit frequency here may not be typical).
